Nrf2 ARE act: activates Nrf2 signaling; hit rate 0.31% among 410,000; AID 624171; AREc32 ARE-luciferase reporter (MCF7-derived line), luminescence, 24 h; Potency, µM (titrated, usually from 46.1 µM), inactives show at the top dose activation, hits mostly activators; also: potency is read from the fitted curve at half-maximal effect; % of control where 0% means no effect; nearly all actives have a fitted effect of over 65% in size
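Luciferase luminescence (Steady-Glo, 30 min at room temperature) served as the read-out of ARE activation in AREc32 cells treated with compounds for 24 hr at 37 deg C.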
TGFb SMAD3 inh: blocks TGF-b signaling. HepG2 CAGA-GFP TGF-b/SMAD3 reporter, GFP fluorescence, 18 h; TGF-beta stimulated, 500 pg/mL final. Potency, µM (highest dose often 46.1 µM), for the others: at the highest dose activity, negative = inhibition, hits mostly inhibitors. hit rate 1.2% among 410,000; also: potency is read from the fitted curve at half-maximal effect; % is scaled to controls: 0 for no effect and ±100 for the full control effect; nearly all actives have a fitted effect of over 65% in size
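Using HEPG2 CAGA-GFP reporter cells at 1000 cells/well, we pinned test compounds, stimulated with recombinant TGF-beta (500 pg/mL final) and measured total well GFP after 18 h.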
EPAC2 antag: blocks human EPAC2 exchange factor; EPAC2 GEF exchange of Rap1B-BODIPY-GDP, fluorescence; Q8WZA2; Potency, µM (series often up to 114 µM), inactives show at the highest dose activity, negative = inhibition, hits mostly inhibitors; hit rate 0.18% among 360,000; also: potency is read from the fitted curve at half-maximal effect; % is scaled to controls: 0 for no effect and ±100 for the full control effect; nearly all actives have a fitted effect of over 45% in size; many of its hits are not listed in these tables
Target sequence (Q8WZA2 whole entry, looked up): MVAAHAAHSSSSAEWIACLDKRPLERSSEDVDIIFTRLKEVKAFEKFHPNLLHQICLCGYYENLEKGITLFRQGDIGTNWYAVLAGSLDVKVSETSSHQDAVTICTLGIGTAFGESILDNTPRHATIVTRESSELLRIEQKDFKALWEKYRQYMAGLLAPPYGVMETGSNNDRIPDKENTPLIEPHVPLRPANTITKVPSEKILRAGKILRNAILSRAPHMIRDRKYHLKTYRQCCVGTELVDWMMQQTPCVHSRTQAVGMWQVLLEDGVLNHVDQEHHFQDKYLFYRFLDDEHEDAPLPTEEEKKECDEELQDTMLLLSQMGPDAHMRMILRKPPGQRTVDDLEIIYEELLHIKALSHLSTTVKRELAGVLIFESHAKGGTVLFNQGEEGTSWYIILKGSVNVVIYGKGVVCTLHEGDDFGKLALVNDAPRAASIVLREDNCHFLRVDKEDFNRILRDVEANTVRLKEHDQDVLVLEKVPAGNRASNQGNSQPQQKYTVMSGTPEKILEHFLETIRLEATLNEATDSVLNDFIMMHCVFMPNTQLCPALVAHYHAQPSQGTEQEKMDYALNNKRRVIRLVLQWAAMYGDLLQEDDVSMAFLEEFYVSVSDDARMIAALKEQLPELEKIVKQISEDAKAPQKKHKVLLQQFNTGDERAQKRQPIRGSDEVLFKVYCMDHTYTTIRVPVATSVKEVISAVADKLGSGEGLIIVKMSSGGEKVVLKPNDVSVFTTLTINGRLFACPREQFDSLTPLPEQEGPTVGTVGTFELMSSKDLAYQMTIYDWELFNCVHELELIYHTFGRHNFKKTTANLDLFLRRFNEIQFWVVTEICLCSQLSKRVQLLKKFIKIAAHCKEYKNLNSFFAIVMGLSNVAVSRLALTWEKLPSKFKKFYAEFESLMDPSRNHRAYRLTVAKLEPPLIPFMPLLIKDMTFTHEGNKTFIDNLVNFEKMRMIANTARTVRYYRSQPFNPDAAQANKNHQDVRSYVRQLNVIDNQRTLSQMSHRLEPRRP
Akt phos inh: inhibitors of Akt phosphorylation | hit rate 0.32% among 360,000 | Neuro2A IGF-stimulated pAkt S473 HTRF, 20 min; active compounds read low | activity change, % for hits at 50 µM | AID 651550; in the data active = activity change below about -80%; inconclusive = mostly about -51% to -80%; also: % is scaled to controls: 0 for no effect and ±100 for the full control effect
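Neuro2A cells (4,500/well, DMEM with 0.5% FBS) were treated with compound at a single 50 µM final concentration, stimulated with 6 nM IGF for 20 min at 37 °C, and lysed. Phospho-Akt Ser473 was read by HTRF as 665/615 ratio ×10^4.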
CCT modulator: modulators of cytosolic chaperonin (CCT/TRiC) activity. AID 651819. purified chaperonin ATPase assay, HTRF ADP detection, 30 min. hit rate 0.3% among 360,000. activity change, % (no concentration beside the values), hits read low; in the data active = activity change below about -30%; also: % is scaled to controls: 0 for no effect and ±100 for the full control effect
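TRiC at 40 or 20 nM final (batch-dependent) in 30 mM Tris pH 7.4, 100 mM KCl, 5 mM MgCl2, 1 mM DTT, with compound at single 76 uM and 10 uM ATP, 30 min at 37 deg C. ADP detected by HTRF Transcreener, 665/615 ratio.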
Nrf2 block: inhibitors of Nrf2 signaling | Potency, µM (doses to about 46 µM), without a hit: at the top dose activity change, negative = inhibition, usual class: inhibitors | A549 ARE-Fluc reporter, luciferase luminescence, 18-24 h | hit rate 2.1% among 360,000 | AID 504444; also: potency is read from the fitted curve at half-maximal effect; % is scaled to controls: 0 for no effect and ±100 for the full control effect; nearly all actives have a fitted effect of over 60% in size
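Nrf2 activity is the BugLite luminescence, read 15 min after reagent at room temperature, following CellTiter-Fluor cytotoxicity readout (30 min, 37C). Compound titrations were applied for 18-24 h to 5000 A549 ARE_Fluc cells/well in 5% FBS OPTI-MEM.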
Mm-Cpn inhibitor: M. maripaludis TRiC chaperonin inhibition | purified Mm-Cpn ATPase, ADP Transcreener TR-FRET | Potency, µM (top dose mostly 76.9 µM), without a hit: top-dose activity, negative = inhibition, actives largely listed as inhibitors | hit rate 0.031% among 330,000; also: potency is read from the fitted curve at half-maximal effect; % is scaled to controls: 0 for no effect and ±100 for the full control effect; nearly all actives have a fitted effect of over 80% in size
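ATP (10 uM final) was added to archaeal chaperonin (25 nM final) after 10 min exposure to test compound at 37°C; after 30 min further incubation, ADP was detected by competitive TR-FRET.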
A549 viability: counter-screen for Nrf2 inhibitors: cytotoxicity in A549 cells; A549 ARE-Fluc cells, CellTiter-Fluor viability, 18-24 h; Potency, µM (titrated, usually from 46 µM), inactives show at the highest dose activity change, negative = cytotoxicity, most hits filed as inhibitors; hit rate 0.16% among 390,000; AID 504648; also: potency is read from the fitted curve at half-maximal effect; % is scaled to controls: 0 for no effect and ±100 for the full control effect
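Cytotoxicity counterscreen: CellTiter-Fluor fluorescence was measured in A549 ARE_Fluc cells after 18-24 h of compound exposure in a concentration series. The subsequent BugLite luminescent read reports ARE-luciferase activity.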
EPAC2 ag: EPAC2 (human) agonism. hit rate 0.079% among 360,000. Q8WZA2. EPAC2 activation, biochemical qHTS; response scale: 100% = 6.5 mM cAMP response. AID 720711. Potency, µM (doses to about 154 µM), for inactives: top-dose activation, usual class: activators; also: potency is read from the fitted curve at half-maximal effect; nearly all actives have a fitted effect of over 50% in size
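In this primary screen, activation is scored as increased exchange of BODIPY-GDP from Rap1B by 100 nM EPAC2, with 50 uM GDP as competitor. Signal is normalized to the 6.5 mM cAMP agonist control.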
Active calls of the source: *; i = inactive; ? = inconclusive; . = not tested or not shown; & = joins results of further samples; [ ] = remark or other dose. Unless noted, calls follow the shape of the dose curve; as a rule, active = well fitted curve in the direction sought with a large enough effect; inconclusive = small, poorly fitted or top-dose-only effect, or another doubt; inactive = no such curve, though single readings can be large; an effect the other way counts as inactive or inconclusive. This is a subset. The share of hits here may be higher or lower than overall.

item | Molecule | Nrf2 ARE act | TGFb SMAD3 inh | EPAC2 antag | Akt phos inh | CCT modulator | Nrf2 block | Mm-Cpn inhibitor | A549 viability | EPAC2 ag
1 | Cc1ccc(C)c(-n2nnc3ccccc3c2=O)c1 | -1.1% | -2% | ? | i | -0.1 | . | . | . | 4%
2 | CCC(=O)Nc1nnc(SCc2ccccc2F)s1 | -0.7% | 14% | -8% | i | -7.2 | 0% | -1% | 8% | 9%
3 | O=C(Cc1nc(-c2ccc([N+](=O)[O-])cc2)cs1)Nc1ccccc1 | -0.6% | 0% | 9% | i | -1.7 | . | -8% | 1% | -3%
4 | Cc1cc(C)cc(N(C(C)C(=O)Nc2c(C)n(C)n(-c3ccccc3)c2=O)S(C)(=O)=O)c1 (configuration not stated) | 0.2% | -7% | 9% | i | -1.0 | . | 1% | 0% | -6%
5 | Oc1c(C=NCc2ccccc2)sc2ccccc12 | 6.9% | -11% | -9% | i | -3.8 | ? | 0% | -17% | 21%
6 | O=C(CN1CCN(c2ccccc2)CC1)Nc1ccccc1C(=O)NCCc1ccccc1 | 6.9% | -4% | -9% | i | -1.4 | . | . | . | 7%
7 | CC(=O)Nc1ccc(C(=O)CSc2nnc3cc(C)c4ccccc4n23)cc1 | 0.2% | -6% | . | . | . | 8% | . | -3% | .
8 | Cc1cc(C(=O)N2CCN(S(=O)(=O)c3ccccc3F)CC2)c(C)o1 | 0.2%[9.22 µM] | -4% | 10% | i | -0.1 | 6% | -17% | 4% | 0%
9 | Cc1c(NC(=O)Cn2nc(C(=O)O)c3ccccc3c2=O)c(=O)n(-c2ccccc2)n1C | 0.5% | 4% | -1% | i | -4.0 | -5% | 1% | -5% | 5%
10 | COc1ccc(OCC(=O)OCC(=O)N2CC(=O)Nc3ccccc32)cc1 | 3.1% | -10% | -1% | i | -3.8 | 8% | -2% | -2% | 8%
11 | COCCCNC(=O)c1cc2c(=O)n3cccc(C)c3nc2s1 | 16%&14% | 0%&-1% | -8% | i | -0.9 | 3%&11% | 0% | 3%&-3% | 2%
12 | C/C(=N\NC(=O)OC(C)(C)C)c1ccc[nH]1 | -0.4% | 15% | 1% | i | 0.0 | ? | 1% | -4% | 9%
13 | CS(=O)(=O)Nc1ccc(OCc2ccccc2)cc1 | 0.7% | -2% | 0% | i | -3.3 | . | -1% | 4% | 13%
14 | Cc1ccc(C(=O)CCNc2ccc(Cl)cc2)o1 | ? | -25% | 9% | i | -2.0 | 1% | -1% | 1% | -4%
15 | Cc1c(C(=O)O)c(C(=O)O)c2n1CCS2 | -1.0% | -2% | 10% | i | -0.7 | ? | 2% | 5% | 6%
16 | O=S(=O)(c1ccc(Br)c2ccccc12)N1CCCC1 | 0.3% | ? | ? | i | 0.8 | -22% | -3% | 7% | 17%
17 | Cc1ccc(C(=O)N/C(=C/c2cccs2)C(=O)N2CCCCC2)cc1 | 6.7% | -3% | 2% | i | -1.4 | 0% | 1% | 13% | 6%
18 | CCN(CC)S(=O)(=O)c1nnc(NC(=O)c2ccc(C(C)C)cc2)s1 | -1.1% | ? | . | . | . | ? | . | 6% | .
19 | c1ccn(-c2ccc(-c3ccn[nH]3)cc2)c1 | 24% | 10% | -6% | i | -5.1 | ? | 0% | 1% | 4%
20 | COc1ccc(NC(=O)c2c(C)oc3ccc(O)c(CN4CCN(Cc5ccccc5)CC4)c23)cc1Cl | 10% | 0% | . | . | . | 16% | . | -1% | .

A different layout for some results above.
Results follow in this order: Nrf2 ARE act, TGFb SMAD3 inh, EPAC2 antag, Akt phos inh, CCT modulator, Nrf2 block, Mm-Cpn inhibitor, A549 viability, EPAC2 ag
18	CCN(CC)S(=O)(=O)c1nnc(NC(=O)c2ccc(C(C)C)cc2)s1
  -1.1%, ?, ., ., ., ?, ., 6%, .
19	c1ccn(-c2ccc(-c3ccn[nH]3)cc2)c1
  24%, 10%, -6%, i, -5.1, ?, 0%, 1%, 4%

(further entries)
item | Molecule | Nrf2 ARE act | TGFb SMAD3 inh | EPAC2 antag | Akt phos inh | CCT modulator | Nrf2 block | Mm-Cpn inhibitor | A549 viability | EPAC2 ag
21 | O=C(Nc1ccc2c(c1)OCCO2)c1c(F)c(F)c(F)c(F)c1F | 15% | 0% | -4% | i | -1.0 | -1% | -1% | -8% | 5%
22 | CC(CC(=O)NC1CCCC1)c1ccccc1 (configuration not stated) | -0.8% | -1% | 2% | i | 1.2 | 4% | 0% | 0% | 2%
23 | CCCCNC(=O)n1c(SC)nc2ccccc21 | -0.5% | -2% | -4% | i | -2.7 | -16% | 0% | -5% | -5%
24 | O=C(CSc1nc2ccccc2s1)NNC(=O)Nc1ccc(Cl)c(Cl)c1 | -0.2% | -1% | -3% | i | -0.9 | 2% | -4% | 15% | -3%
25 | COc1ccc(CNC(=O)C(C)Sc2ccc(C)cc2)cc1 (configuration not stated) | -0.2% | 2% | -11% | i | -0.5 | -5% | -4% | 9% | -2%
26 | COc1cccc(CNC(=O)[C@@H]2CCCN2C(=O)[C@H]2CCCCN2C(=O)c2cccs2)c1 | -0.1% | . | 4% | i | 0.5 | . | . | . | 4%

Another view of 15 compounds above.
Values run as follows: Nrf2 ARE act	TGFb SMAD3 inh	EPAC2 antag	Akt phos inh	CCT modulator	Nrf2 block	Mm-Cpn inhibitor	A549 viability	EPAC2 ag
1	Cc1ccc(C)c(-n2nnc3ccccc3c2=O)c1
    -1.1%	-2%	?	i	-0.1	.	.	.	4%
2	CCC(=O)Nc1nnc(SCc2ccccc2F)s1
    -0.7%	14%	-8%	i	-7.2	0%	-1%	8%	9%
3	O=C(Cc1nc(-c2ccc([N+](=O)[O-])cc2)cs1)Nc1ccccc1
    -0.6%	0%	9%	i	-1.7	.	-8%	1%	-3%
4	Cc1cc(C)cc(N(C(C)C(=O)Nc2c(C)n(C)n(-c3ccccc3)c2=O)S(C)(=O)=O)c1 (configuration not stated)
    0.2%	-7%	9%	i	-1.0	.	1%	0%	-6%
5	Oc1c(C=NCc2ccccc2)sc2ccccc12
    6.9%	-11%	-9%	i	-3.8	?	0%	-17%	21%
6	O=C(CN1CCN(c2ccccc2)CC1)Nc1ccccc1C(=O)NCCc1ccccc1
    6.9%	-4%	-9%	i	-1.4	.	.	.	7%
7	CC(=O)Nc1ccc(C(=O)CSc2nnc3cc(C)c4ccccc4n23)cc1
    0.2%	-6%	.	.	.	8%	.	-3%	.
8	Cc1cc(C(=O)N2CCN(S(=O)(=O)c3ccccc3F)CC2)c(C)o1
    0.2%[9.22 µM]	-4%	10%	i	-0.1	6%	-17%	4%	0%
9	Cc1c(NC(=O)Cn2nc(C(=O)O)c3ccccc3c2=O)c(=O)n(-c2ccccc2)n1C
    0.5%	4%	-1%	i	-4.0	-5%	1%	-5%	5%
10	COc1ccc(OCC(=O)OCC(=O)N2CC(=O)Nc3ccccc32)cc1
    3.1%	-10%	-1%	i	-3.8	8%	-2%	-2%	8%
11	COCCCNC(=O)c1cc2c(=O)n3cccc(C)c3nc2s1
    16%&14%	0%&-1%	-8%	i	-0.9	3%&11%	0%	3%&-3%	2%
12	C/C(=N\NC(=O)OC(C)(C)C)c1ccc[nH]1
    -0.4%	15%	1%	i	0.0	?	1%	-4%	9%
13	CS(=O)(=O)Nc1ccc(OCc2ccccc2)cc1
    0.7%	-2%	0%	i	-3.3	.	-1%	4%	13%
14	Cc1ccc(C(=O)CCNc2ccc(Cl)cc2)o1
    ?	-25%	9%	i	-2.0	1%	-1%	1%	-4%
15	Cc1c(C(=O)O)c(C(=O)O)c2n1CCS2
    -1.0%	-2%	10%	i	-0.7	?	2%	5%	6%
